# Screening results deposited in PubChem by several laboratories.
# Large T inhibition – TAg ATPase/helicase activity blockers – biochemical (AID 1903) | inhibition, % at 20 µM, or IC50 in µM where a hit was titrated | actives 0.39% (n = 310,000) | SV40 large T antigen ATPase/helicase inhibition assay; higher % means a stronger effect; in the data active = a potency from the dose series; inconclusive = inhibition mostly from about 32% at the one dose, without a potency; inactive = the rest, 99 in 100 with inhibition below about 32%; also: strong numbers were not always called active
# Salmonella PhoP GFP – PhoP-dependent GFP reporter repression – Salmonella Typhimurium, primary screen (AID 1863); inhibition, % at 50 µM; hits with a dose series show IC50 in µM; S. Typhimurium PhoP-regulated promoter GFP reporter, 4 h; higher % means a stronger effect; actives 0.16% (n = 300,000);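 active = inhibition over 29.93%, a cutoff 3 SD above the screen mean, later confirmed by dose response; inconclusive = inhibition over 29.93% but no dose response follow-up; inactive = inhibition at most 29.93% or unconfirmed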;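 also: 0% = low Mg2+ inducing control and 100% = high Mg2+ repressing control; strong numbers were not always called active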
# MgcRacGAP inhibition – MgcRacGAP GTPase-activating activity inhibitors, confirmation, biochemical, ADP Hunter fluorescence; MgcRacGAP-stimulated Rac1 GTP hydrolysis, ADP Hunter fluorescence; higher % means a stronger effect; GST-tagged Rac1 F28L mutant substrate; inhibition, % at 30 µM, or IC50 in µM where a hit was titrated; actives 0.6% (n = 340,000); AID 624330;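 active = first-screen hits whose inhibition reached a set limit at any dose in the follow-up dose series; inconclusive = inhibition above the set first-screen limit but never retested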;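 also: fluorescence reports GDP produced by GAP-driven GTP hydrolysis; strong numbers were not always called active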
# RSV antiviral HEp-2 – inhibition of RSV-induced cytopathic effect – HEp-2 cells, primary 10 µM value included (AID 2391); CPE inhibition, % at 10 µM, or IC50 in µM where a hit was titrated; HEp-2 cells, RSV-induced CPE inhibition; higher % means a stronger effect; actives 0.13% (n = 310,000); in the data active = a potency from the dose series; inconclusive = CPE inhibition mostly from about 23% at the one dose, without a potency; inactive = the rest, 99 in 100 with CPE inhibition below about 21%; also: strong numbers were not always called active
# b-catenin transl – beta-catenin nuclear translocation modulation | AID 1665 | HeLa beta-catenin nuclear translocation, immunofluorescence imaging | nuclear translocation activity, % at 5 µM | actives 0.3% (n = 190,000);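 active = nuclear translocation activity above 50% at 5 µM, with a well cell count of 50 or more; inconclusive = wells under 50 cells across six images, flagged as toxic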;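 also: per-cell ratio of nuclear to cytoplasmic median beta-catenin stain intensity; plate controls were DMSO negative control for no effect and GSK-3 inhibitor IX positive control for full effect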
#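 Read-out: Nuclear/cytoplasmic beta-catenin signal ratio, % activation | Assay system: Human HeLa cell line | Times: 24 h compound exposure at 37°C, 5% CO2 | Signal: Fluorescence imaging of beta-catenin antibody stain plus DAPI | Dosing: 5 µM primary, 0.02–20 µM confirmation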
# WT yeast gro inh – growth inhibition of WT yeast, mitochondrial fusion screen. mitochondrial fusion phenotypic screen, WT strain. inhibition, % at 10 µM. actives 2.1% (n = 190,000); in the data active = inhibition above about 58%; tested in S. cerevisiae
# T cell modulator – modulates CD8 T cell binding to vesicles; actives 0.068% (n = 330,000); 2C CD8+ T cell-vesicle binding, flow cytometry; stronger effect = lower value; AID 2052; calls only at 7 µM;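 active = response, share of CD8 T cells binding vesicles, and their 90th percentile fluorescence all below set limits, cut at about 80% in these data, passing the limit was not always enough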
#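 Read-out – percent CD8+ FL2 mean versus row control · System – murine 2C transgenic CD8+ T lymphocytes · Times – 1.5 h cell–vesicle binding at 37 °C, then 20 min icy labelling · Control set – naked vesicles low, QL9 vesicles with vehicle high · Detection – cytometric PE anti-B7-1 and Alexa647 anti-CD8 signals after 1% paraformaldehyde fixation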
# West Nile virus CPE – West Nile virus antiviral activity, cell-based, CPE readout (AID 1621) | West Nile virus-infected cells, CPE inhibition; higher % means a stronger effect | CPE inhibition, % at 10 µM, or IC50 in µM where a hit was titrated | actives 0.02% (n = 290,000); in the data active = a potency from the dose series; inconclusive = CPE inhibition mostly from about 3.7% at the one dose, without a potency; inactive = the rest, 99 in 100 with CPE inhibition below about 2.2%; also: strong numbers were not always called active
# Myeloid diff MLP – compounds promoting myeloid differentiation | ER-HoxA9 myeloid progenitors, lysozyme-GFP differentiation, flow cytometry | actives 1% (n = 360,000) | calls only at 10 µM | AID 624256;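 active = normalized GFP-positive differentiation at or above the plate's own cutoff, the solvent-only control mean plus 3 SD; inconclusive = no clear call, values can overlap the other calls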;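 also: cells exposed to compound for four days before flow analysis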
# WT yeast gro inh mutant strain – also measured in WT yeast gro inh; calls as there; inhibition, %; mitochondrial fusion phenotypic screen, mutant strain inhibition
# b-catenin transl cell count 5 µM – further read-out of b-catenin transl, marked with its call; cell count; measured here: cell count, cytotoxicity flag
# T cell modulator vesicle-bound % – further read-out of T cell modulator, marked with its call; double positive events, %; measured here: CD8+ vesicle-bound cell fraction;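 binding gate set so that unloaded-vesicle control wells show 10% double positive cells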
# Myeloid diff MLP GFP+ MAC1+ % – further read-out of Myeloid diff MLP, marked with its call; GFP+ MAC1+ double positive, %; measured here: differentiation confirmed by MAC1 staining
# An asterisk follows results filed as active; i = inactive; ? = inconclusive; · = not tested or not shown. Random draw from the library; any-hit rate near 3.6%.
SMILES,Large T inhibition,Salmonella PhoP GFP,MgcRacGAP inhibition,RSV antiviral HEp-2,b-catenin transl,b-catenin transl cell count 5 µM,WT yeast gro inh,WT yeast gro inh mutant strain,T cell modulator,T cell modulator vesicle-bound %,West Nile virus CPE,Myeloid diff MLP,Myeloid diff MLP GFP+ MAC1+ %
O=C(CN1CCCCCC1)NCCc1ccc(F)cc1,2%,3%,21%,-1.8%,-1.5,1187,0,15,i,15,-0.5%,i,1.3
CCOC(CNC(=O)Cc1c(C)nc2c(-c3ccccc3)c(C)nn2c1C)OCC,6%,5%,13%,2.1%,-0.9,1149,1,5,i,47,-0.4%,i,0.5
CCCCN(CCCC)S(=O)(=O)c1ccc(NC(=O)c2ccc([N+](=O)[O-])cc2Cl)cc1,0%,9%,6%,4.1%,3.9,870,23,-4,i,42,12%,i,0.5
Cc1cc2nnc(SCC(=O)N3CCCCC3)n2c(N)n1,18%,-5%,5%,0.8%,-1.1,1585,0,4,i,10,0.9%,i,0.6
Cn1c(SCC(=O)Nc2ccc(NC(=O)c3cccc(F)c3)cc2)nnc1-c1ccncc1,0%,1%,6%,1.9%,·,·,·,·,i,31,-0.1%,i,0.4
CCC(C(=O)Nc1ccc2c(c1)OCCO2)n1c(=O)[nH]c2ccccc2c1=O (stereo unspecified),3%,2%,-3%,0.1%,·,·,·,·,i,6,0.6%,?,·
Cc1ccc(C(=O)NNC(=O)c2n[nH]c(=O)c3ccccc23)cc1C,·,·,8%,0.2%,·,·,·,·,i,29,·,i,0.6
CCOC(=O)c1c(C)[nH]c(C)c1C(=O)COC(=O)C1CCCN1S(=O)(=O)c1ccccc1F (stereo unspecified),3%,-8%,5%,2.1%,-4.5,967,-7,15,i,37,·,i,0.6
O=C(NC1CCCCCC1)c1ccccc1-c1ccccc1,9%,-5%,4%,-0.2%,-0.9,1048,17,2,i,53,-1.5%,i,1.0
Cc1ccc(C(NC(=O)N2CCCC2)C(Cl)(Cl)Cl)cc1F (stereo unspecified),7%,6%,10%,2.8%,5.2,879,10,18,i,24,-1.2%,i,0.1
COc1ccccc1CC(=O)Nc1ccc2nc(C)sc2c1,2%,14%,9%,3.2%,0.1,1128,9,4,i,34,0.0%,i,0.1
CCCn1c(N)cc(=O)n(CCC)c1=O,5%,4%,3%,1.4%,-0.2,1083,-6,-8,i,49,0.9%,i,0.7
O=C(CN1CCC(C(=O)c2ccc3c(c2)OCCO3)CC1)Nc1ccccc1F,7%,3%,3%,2.1%,·,·,·,·,i,48,0.0%,i,0.7
O=C1c2ccccc2S(=O)(=O)N1CC1CC(c2ccccc2Cl)=NO1 (stereo unspecified),6%,-4%,8%,0.6%,2.7,460,-11,-17,i,50,0.0%,i,1.7
CC(=O)Nc1ccc2c(c1)CCc1ccccc1-2,3%,1%,-23%,19%,·,·,·,·,i,12,0.3%,i,0.3
COc1ccc(CCNS(=O)(=O)c2ccc(C(=O)NCc3ccco3)cc2)cc1OC,7%,-8%,11%,0.8%,·,·,6,10,i,20,-0.3%,i,4.9
C=C(C)COc1ccc(-c2[nH]ncc2-c2ccccc2OC)c(O)c1,-4%,2%,8%,0.0%,-3.3,827,4,67,i,35,-0.2%,i,1.4
O=[N+]([O-])c1ccccc1CNCCCCCO,20%,7%,9%,1.2%,·,·,·,·,i,17,·,i,1.1
O=C(Nc1ccc(S(=O)(=O)N2CCc3ccccc3C2)cc1)c1ccccc1,4%,-2%,6%,0.7%,-2.1,1256,14,24,i,18,0.4%,i,0.6
O=C(CCOc1ccccc1)Nc1ccc(S(=O)(=O)N2CCCC2)cc1,2%,2%,10%,0.6%,-3.9,914,-2,-5,i,57,0.3%,i,0.7
O=C(Nc1ccn(CC(=O)N2CCN(c3ccccn3)CC2)c(=O)n1)OCc1ccccc1,·,·,0%,-0.3%,·,·,·,·,i,34,·,i,0.7
Cc1ccccc1N(CC(=O)NCCc1ccccc1)C(=O)CCC(=O)Nc1ccccn1,3%,5%,1%,1.2%,·,·,·,·,i,38,0.9%,i,0.3
CN(C)c1cc(O)c(C(=S)Nc2ccccc2)c(N(C)C)c1,-3%,-2%,3%,?,·,·,3,2,i,54,·,i,0.2
CCOc1ccc(CN(C(=O)c2oc3cc(C)ccc3c2C)C2CCS(=O)(=O)C2)cc1 (stereo unspecified),14%,0%,9%,4.5%,·,·,39,23,i,27,-0.3%,i,3.7

# The last 3 compounds of the part above come first, to join the parts:
SMILES,Large T inhibition,Salmonella PhoP GFP,MgcRacGAP inhibition,RSV antiviral HEp-2,b-catenin transl,b-catenin transl cell count 5 µM,WT yeast gro inh,WT yeast gro inh mutant strain,T cell modulator,T cell modulator vesicle-bound %,West Nile virus CPE,Myeloid diff MLP,Myeloid diff MLP GFP+ MAC1+ %
Cc1ccccc1N(CC(=O)NCCc1ccccc1)C(=O)CCC(=O)Nc1ccccn1,3%,5%,1%,1.2%,·,·,·,·,i,38,0.9%,i,0.3
CN(C)c1cc(O)c(C(=S)Nc2ccccc2)c(N(C)C)c1,-3%,-2%,3%,?,·,·,3,2,i,54,·,i,0.2
CCOc1ccc(CN(C(=O)c2oc3cc(C)ccc3c2C)C2CCS(=O)(=O)C2)cc1 (stereo unspecified),14%,0%,9%,4.5%,·,·,39,23,i,27,-0.3%,i,3.7
COc1ccccc1Cn1c(=S)[nH]c2cc(C(=O)NCCCN3CCOCC3)ccc2c1=O,7%,6%,4%,-2.5%,·,·,·,·,i,38,0.1%,i,4.4
CN(C(=O)CCl)C1CCCc2ccccc21 (stereo unspecified),0%,-5%,-45%,·,0.2,1104,-15,-4,·,·,0.7%,i,0.8
CCOc1ccc(C2SCC(=O)N2c2c(C)n(C)n(-c3ccccc3)c2=O)cc1 (stereo unspecified),6%,-9%,2%,0.1%,0.4,1117,18,28,i,31,0.3%,i,0.6
CCC(=O)Nc1cccc(NC(=O)c2ccc(C)cc2Cl)c1,3%,4%,-1%,1.5%,-0.9,1494,6,4,i,43,-0.2%,i,0.5
CCC(C(=O)Oc1c(C(C)C)cccc1C(C)C)c1ccccc1 (stereo unspecified),·,·,8%,1.1%,·,·,·,·,i,40,·,i,1.0
N/C(=N\OC(=O)CC1CCCCC1)c1ccccn1,-2%,-11%,-4%,0.4%,-1.4,1373,-5,-7,i,62,0.1%,i,10
Cc1ccc(CNC(=O)CCS(=O)(=O)c2cc3c(cc2Cl)NC(=O)CO3)cc1,8%,-7%,5%,1.3%,·,·,·,·,i,7,-0.3%,i,5.1
O=C(NC(=S)N1CCN(c2ccc([N+](=O)[O-])cc2)CC1)c1ccc(F)cc1,9%,-10%,7%,1.1%,·,·,-2,12,i,29,-0.9%,i,1.0
Cc1c(Cl)cccc1NC(=S)N1CCC(C(N)=O)(N2CCCCC2)CC1,6%,-1%,6%,0.7%,-3.8,622,3,-19,i,57,-1.3%,i,0.9
O=C(NCC1CCCO1)C1CCCN(c2ncccn2)C1 (stereo unspecified),0%,-3%,10%,0.2%,-2.1,988,-4,-7,i,36,0.7%,i,5.3
O=C(NCc1ccc(N2CCCC2=O)cc1)c1ccc(F)cc1,0%,-1%,-2%,2.6%,-2.5,1003,1,-3,i,53,0.2%,i,0.2
Cc1ccc(NC(=O)CCC(C(=O)O)N2C(=O)c3ccccc3C2=O)cc1 (stereo unspecified),1%,-6%,3%,1.2%,-0.2,1146,9,4,i,52,-0.1%,i,0.8
Cc1ccc(S(=O)(=O)N(C)c2ccc3ccccc3c2)cc1,6%,-8%,2%,9.4%,-1.9,1031,34,33,i,10,-0.9%,i,0.3
COc1cccc(/C=N/NC(=O)Cn2nc(C)c([N+](=O)[O-])c2C)c1O,-2%,25%,11%,6.2%,-0.3,1118,9,-2,i,5,0.0%,i,0.1
O=C(OC(C(=O)NCC1CCCO1)c1ccccc1F)c1ccco1 (stereo unspecified),11%,6%,4%,0.5%,-0.8,883,-11,5,i,11,-0.1%,i,1.0
O=C(CSc1ccc(-c2ccccc2)nn1)NC1CCCCC1,9%,-7%,4%,3.9%,·,·,·,·,i,8,-0.1%,·,·
Nc1ccc2c(c1)N=[N+]([O-])c1cc(N)ccc1C2,7%,-5%,7%,0.1%,-2.1,1226,·,·,i,44,-0.2%,i,0.5
CC(C)c1nc(-c2c(N)n(C)c(=O)n(C)c2=O)sc1C(=O)C(C)(C)C,0%,2%,0%,1.7%,-0.5,1098,17,19,i,53,-0.1%,i,0.3
CCOC(=O)N/N=C/c1cn(CCCOc2ccccc2)c2ccccc12,1%,-3%,5%,0.6%,3.3,507,6,-1,i,48,0.4%,i,0.5
COCCN1CCC(CNCc2cn(-c3cc(C)ccc3C)nc2-c2ccccc2)C1 (stereo unspecified),29%,-4%,1%,-1.4%,2.4,881,9,8,i,61,-0.9%,i,0.5
CN1CCN(NS(=O)(=O)c2ccc(Cl)s2)CC1,29%,-9%,13%,1.6%,0.6,1124,-25,-2,i,46,-0.1%,i,1.3
c1ccc2c(c1)oc1c(NCCCn3ccnc3)ncnc12,10%,16%,7%,-1.5%,0.0,1347,0,1,i,24,0.5%,i,1.0
Cc1ccc(Sc2ccc(C(=O)N(C)C)cc2[N+](=O)[O-])cc1,6%,-10%,6%,2.1%,-0.7,1534,12,3,i,8,-0.6%,i,0.3
CCN(CC)CCCN1C(=O)C(=O)/C(=C(/O)c2ccc3c(c2)OCCO3)C1c1ccco1 (stereo unspecified),7%,-11%,3%,1.0%,-1.2,829,4,15,i,25,1.2%,i,0.6
COc1ccc(CCNC(=O)c2cccc(NS(=O)(=O)c3ccccc3F)c2)cc1OC,14%,-6%,1%,2.2%,·,·,·,·,i,6,-0.3%,i,1.8
CCN1C(=O)/C(=C\c2cn(CCC#N)nc2-c2ccc(F)cc2)SC1=S,-4%,-9%,10%,2.1%,-1.2,1164,24,-14,i,62,-0.9%,i,0.1
